# Source: PubChem BioAssay (The Scripps Research Institute Molecular Screening Center)
# TLR4 MyD88 blk: inhibitors of human TLR4-MyD88 binding; O00206; Cell-based TLR4-MyD88 binding inhibition assay; inhibition, % at 10 µM; 0.06% of 16,000 active; AID 811; in the data active = inhibition above about 45%
# rat GALR2 agon: GALR2 (rat) receptor agonism | O08726 | cell-based GALR2 agonist screen | activation, % at 10 µM | 0.5% of 16,000 active | AID 833; in the data active = activation above about 15%
# S1P1 agonist: S1P1 (human) receptor agonism | P21453 | S1P1 agonist cell-based reporter assay | activation, % at 4.5 µM | 1.5% of 16,000 active; in the data active = activation above about 80%
# Nox1 inh: human Nox1 inhibition | Q9Y5S8 | HT29 cells, luminol chemiluminescence ROS | inhibition, % at 6.7 µM | 0.81% of 16,000 active | AID 1792
# Target sequence (Q9Y5S8 whole entry, looked up): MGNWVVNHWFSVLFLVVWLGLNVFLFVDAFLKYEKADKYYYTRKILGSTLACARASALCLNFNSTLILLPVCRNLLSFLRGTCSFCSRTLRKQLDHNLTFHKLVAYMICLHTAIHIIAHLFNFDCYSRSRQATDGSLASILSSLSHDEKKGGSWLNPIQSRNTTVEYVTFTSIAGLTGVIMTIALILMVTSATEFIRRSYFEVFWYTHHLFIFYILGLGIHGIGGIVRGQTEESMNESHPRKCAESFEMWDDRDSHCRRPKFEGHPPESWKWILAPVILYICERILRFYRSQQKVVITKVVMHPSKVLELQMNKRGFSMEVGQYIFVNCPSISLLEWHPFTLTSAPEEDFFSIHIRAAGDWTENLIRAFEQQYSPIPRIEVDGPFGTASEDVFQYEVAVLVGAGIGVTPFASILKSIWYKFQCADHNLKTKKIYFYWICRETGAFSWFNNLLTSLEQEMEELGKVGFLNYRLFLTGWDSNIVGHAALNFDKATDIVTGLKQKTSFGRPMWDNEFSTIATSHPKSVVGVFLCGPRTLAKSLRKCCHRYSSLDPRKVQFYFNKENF
# OPRK1 antag MB: blocks the human kappa opioid receptor, Maybridge compounds | P41145 | OPRK1 cells, antagonist mode, fluorescence readout | inhibition, % at 9 µM | 0.4% of 16,000 active | AID 652031; in the data active = inhibition above about 50%
# luminol inh ctr: luminol signal inhibition, Nox1 inhibitor counter-screen | HRP/luminol/H2O2 chemiluminescence counterscreen | inhibition, % at 6.7 µM | 0.4% of 16,000 active; note: reference of the scale not given here
# PME-1 Maybridge: inhibitors of human PME-1 in Maybridge library | Q9Y570 | recombinant PME-1, FP-Rh probe fluorescence polarization | inhibition, % at 9 µM | 0.5% of 16,000 active; in the data active = inhibition above about 30%
# Target sequence (Q9Y570 whole entry, looked up): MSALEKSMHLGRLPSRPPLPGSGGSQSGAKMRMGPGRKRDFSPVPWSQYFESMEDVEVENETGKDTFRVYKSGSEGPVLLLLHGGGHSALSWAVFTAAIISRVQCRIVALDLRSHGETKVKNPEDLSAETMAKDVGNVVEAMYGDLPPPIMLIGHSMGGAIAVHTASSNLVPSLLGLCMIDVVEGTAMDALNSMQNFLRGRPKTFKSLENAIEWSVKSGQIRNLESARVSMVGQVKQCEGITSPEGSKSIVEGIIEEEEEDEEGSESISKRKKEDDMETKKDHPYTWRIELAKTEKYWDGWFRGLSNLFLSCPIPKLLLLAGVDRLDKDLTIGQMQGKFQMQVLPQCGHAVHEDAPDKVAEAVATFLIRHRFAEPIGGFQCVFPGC
# NOTCH ag: NOTCH pathway agonism | NOTCH signaling luciferase reporter cells, luminescence | AID 434982 | 0.4% of 15,000 active | activation, % at 2.5 µM; in the data active = activation above about 2.2%
# Active calls of the source: *; x = no result given. Cut-off read from the data, not from the text of the source, unless noted: active = inhibition above about 75%; inactive = the rest.
SMILES,TLR4 MyD88 blk,rat GALR2 agon,S1P1 agonist,Nox1 inh,OPRK1 antag MB,luminol inh ctr,PME-1 Maybridge,NOTCH ag
O=S(=O)(c1ccc(Cl)cc1)c1cn[nH]c1-c1ccc(Cl)cc1,16,-7,21,-46,-6,-2,0,0.0
N#Cc1ccc(NC(=O)c2ccc(OC(F)(F)F)cc2)cc1,3,-5,13,-118,-12,0,-3,0.1
N#Cc1c(N)c(C#N)c2c(c1-c1ccco1)Cc1ccccc1-2,-8,0,-52,-26,3,6,-16,-0.1
CCOC(=O)C(C#N)=c1sc(=C(C#N)C(=O)OCC)s1,-2,-5,-11,3,-8,10,-2,-0.3
Oc1[nH]c2ccccc2c1N=Nc1nnc(-c2ccccc2)c(-c2ccccc2)n1,-3,-7,96*,5,-5,2,-2,x
Fc1ccc(-c2noc(-c3ccc4c(c3)CCO4)n2)cc1,x,-8,58,21,15,-3,3,-0.3
O=C(c1nnc(-c2ccccc2)o1)N1CCN(C(c2ccccc2)c2ccccc2)CC1,10,-3,21,-7,8,-3,0,0.2
COc1ccc(CC2CCC(=O)CC2)cc1,3,-5,-4,-29,14,4,-2,-0.8
COC1(OC)C/C=C\CC(OC)(OC)C/C=C\C1,-4,-5,-2,-34,-2,3,-1,-0.8
COc1ccc2c(c1)CCC/C2=N\Nc1nc(C)cs1,2,-4,-4,-6,-6,5,4,0.7
CC(C)NC(=O)N(Cc1cccnc1)Cc1ccc(Cl)cc1Cl,11,-5,-6,-9,-6,0,15,0.3
O=C(NC(=O)c1cccc(CS(=O)(=O)c2ccc(Cl)cc2)c1)Nc1ccccc1Cl,2,-6,14,-23,2,1,-3,-6.1
COc1cc(/C=C(\C#N)c2cccn2C)cc(OC)c1OC,-1,-6,-27,-37,-17,4,13,-0.3
N#Cc1c(N)nc2c3c1NC(O)(c1ccccc1)C(C#N)C3c1cc(Cl)ccc1O2 (stereo unspecified),-1,-4,-20,13,-18,-3,-26,-1.0
CNNC(=S)NCCC1=CCCCC1,x,-4,15,14,16,-2,7,-0.5
O=S(=O)(NC1=NCC2CCCC2N1)c1ccccc1 (stereo unspecified),-10,-7,-7,-8,3,-6,3,0.4
CC(C)S(=O)(=O)c1cnc(-c2ccccn2)nc1N,5,-3,4,-41,-11,0,0,0.0
N#Cc1cc(Oc2cccnc2)c(Oc2cccnc2)cc1C#N,7,-7,-7,-40,-18,-2,0,-0.7
C1=C(N2CCC(Cc3ccccc3)CC2)CCc2ccccc21,1,-4,34,-32,-8,-4,0,-0.2
Cc1ccc(C2=N/C(=C\c3cccs3)C(=O)O2)cc1[N+](=O)[O-],3,-3,-21,3,0,-4,2,-0.5
O=C(NCc1cccs1)NC(=O)c1csc([N+](=O)[O-])c1,3,-9,-10,-80,5,-2,-3,-0.9
Cc1csc(C(=O)NCC(=O)NNS(=O)(=O)c2ccc(F)cc2)c1,8,-1,-9,-49,-11,7,0,-0.2
COc1ccc(OCC2CN=C(c3ccccc3CO)O2)cc1 (stereo unspecified),1,-5,-10,-6,16,-5,6,-1.3
O=C(N/N=C/c1cccs1)C(=O)Nc1ccc(Cl)c(Cl)c1,-1,-8,2,-24,-5,1,-2,-0.5
Cc1ccc(-n2nnnc2-c2cnc(N)nc2-c2ccccc2)cc1,-12,-2,-13,-26,3,2,0,-0.8
Cc1nc(C)c(-c2ccnc(/N=C/NO)n2)s1,6,1,-19,-31,-13,14,0,0.0
Cc1cc(-c2ccccc2)cnn1,-4,-3,-8,-32,10,0,0,-5.4
CC1(C(=O)NN)CC1C(=O)NN (stereo unspecified),-13,-2,-3,-37,7,4,-3,-0.7
O=C(O)Cc1ccc([N+](=O)[O-])cc1,7,-5,4,-40,0,1,3,0.1
Cc1cc(S(=O)(=O)NC2CCCCNC2=O)c(C)s1 (stereo unspecified),11,-3,2,-47,9,1,-1,-0.2
O=C(Oc1ccc(F)cc1)/C(=C\c1cccs1)c1ccsc1,9,-7,20,-44,5,1,-1,0.3
Cn1nc(C(C)(C)C)cc1C(=O)NCc1ccc2c(c1)OCO2,3,0,84*,-12,-21,-1,1,-1.0
CC(=O)Nc1ccc(Sc2ccccc2C(=O)O)c(C(=O)O)c1,-3,-5,-8,-7,-2,-3,0,0.1
CCc1cccc(CC)c1NC(=O)C(Cl)Cl,2,-5,-15,-17,14,2,6,-0.8
CC(=O)N(C(C)=O)N(C(C)=O)c1cc2ccccc2cn1,12,-5,17,-32,6,2,-2,-0.4
COC(=O)C12CC3CC(C1)CC(C(=O)OC)(C3)C2,5,-7,-18,-40,-7,2,-4,-0.4
O=C(Sc1cccs1)c1cncc(C#Cc2ccccc2)c1,-2,-6,-2,-8,-2,3,-2,0.4
CCc1ccnc(NS(=O)(=O)c2cccs2)c1,-7,-6,-5,5,17,-5,6,0.0
Cc1cc(C(=O)CCN2CCC(c3cc(C)sc3C)=N2)c(C)s1,9,-2,-19,-26,4,0,2,-0.2
CC(=S)c1ncc(C(F)(F)F)cc1N(C)C,5,-6,-13,-60,-8,0,0,-0.2
S=c1[nH]nc(Cn2nnc3ccccc32)o1,27,-9,1,23,12,-3,-6,-0.7
CC(=O)c1cc([N+](=O)[O-])c(SCc2ccc(Cl)cc2)s1,-14,-8,61,6,0,-5,32*,-0.5
COc1cc(NC(=O)c2cc(C)oc2C)cc(OC)c1OC,-8,-3,-13,-39,-10,10,2,-0.7
COc1ccc(/C=C(/CC(=O)O)C(=O)O)cc1,-4,-8,-9,-46,-33,-6,2,0.1
CS/C(Nc1ccc(F)cc1)=C(/C#N)C(=O)c1ccco1,-12,-7,-1,-5,-4,-10,7,-0.2
O=C1C(Nc2ccccc2)=CC(c2ccc([N+](=O)[O-])cc2)N1c1ccccc1 (stereo unspecified),x,-3,-4,-5,-14,-6,5,-0.4
FC(F)(F)c1cccc(OCc2ccc(-c3ncns3)cc2)c1,1,-4,46,-90,-4,1,-4,-0.5
O=c1c2ccccc2nc2n1CCO2,-5,-5,5,-22,-9,1,-1,0.0
CC(C)(O)C#Cc1ccccn1,3,27*,-19,-56,-6,2,0,-0.5
O=c1[nH]c(-c2ccc(Cl)cc2)nc2c1CSC2,-4,-8,-15,-1,-4,-1,1,0.1

# Reprinted at random: five compounds from above.
SMILES,TLR4 MyD88 blk,rat GALR2 agon,S1P1 agonist,Nox1 inh,OPRK1 antag MB,luminol inh ctr,PME-1 Maybridge,NOTCH ag
O=C(Sc1cccs1)c1cncc(C#Cc2ccccc2)c1,-2,-6,-2,-8,-2,3,-2,0.4
S=c1[nH]nc(Cn2nnc3ccccc32)o1,27,-9,1,23,12,-3,-6,-0.7
CC(=O)Nc1ccc(Sc2ccccc2C(=O)O)c(C(=O)O)c1,-3,-5,-8,-7,-2,-3,0,0.1
CC(=S)c1ncc(C(F)(F)F)cc1N(C)C,5,-6,-13,-60,-8,0,0,-0.2
COC(=O)C12CC3CC(C1)CC(C(=O)OC)(C3)C2,5,-7,-18,-40,-7,2,-4,-0.4

# The main list resumes, starting 2 compounds before the break.
SMILES,TLR4 MyD88 blk,rat GALR2 agon,S1P1 agonist,Nox1 inh,OPRK1 antag MB,luminol inh ctr,PME-1 Maybridge,NOTCH ag
CC(C)(O)C#Cc1ccccn1,3,27*,-19,-56,-6,2,0,-0.5
O=c1[nH]c(-c2ccc(Cl)cc2)nc2c1CSC2,-4,-8,-15,-1,-4,-1,1,0.1
C=CCOc1ccc2c(c1)c(=O)cc(C(=O)O)n2CC,13,-7,-6,-39,1,1,-2,-0.1
CSC(=NC#N)N1CCC(C(=O)c2ccccc2)CC1,11,-6,27,-77,23,2,1,-0.5
O=C(CSc1nncn1-c1ccc(C(F)(F)F)cc1)c1cc2ccccc2o1,8,-5,8,-27,-7,19,-4,-0.5
COC(=O)c1ccc2nsnc2c1,3,0,-12,-16,-1,2,4,0.2
CCOC(=O)c1c(NS(=O)(=O)c2ccc(Br)cc2)sc2c1CCCC2,-6,-4,30,-5,-4,-2,9,-0.2
CNC(=O)Sc1c(-c2ccc(Cl)cc2)nn(C(=O)NC)c1SC,1,-6,-10,-14,2,-5,3,-0.8
Cc1cccc(Oc2ccc(N=Cc3ncc([N+](=O)[O-])n3C)cn2)c1C,-2,-2,-10,-86,-6,-1,2,-0.2
Cn1nc(C2CC2)cc1NC(=O)Nc1ccc(OC(F)(F)F)cc1,-4,-5,7,-80,-22,10,10,-0.7
CC(=O)c1cc([N+](=O)[O-])c(N2CCOCC2)s1,6,-7,-6,-47,17,3,2,-0.4
Cc1c(C#N)sc2ccccc12,1,-7,-6,-69,18,2,-3,-0.5
COCc1cc(=O)[nH]c(NC(C)=O)n1,-4,-4,-2,-17,3,-1,-1,-5.3
O=C(Nc1ccccc1)Nc1nc2ccccc2s1,-2,-5,-3,-7,4,-7,3,-0.6
O=C(c1ccc(F)cc1)N1C=CC(C(F)(F)F)=NCC1,10,-6,-9,-95,-1,0,-1,-0.7
Cc1c(C(=O)O)nnn1-c1ccccc1Oc1ccc(Cl)cc1Cl,2,0,0,10,7,-6,5,-0.2
O=C1c2ccccc2S(=O)(=O)N1Cc1ccc(-c2csnn2)cc1,6,-3,-18,-8,-5,3,-2,0.1
O=[N+]([O-])c1cccnc1Oc1ccc(-c2nnco2)cc1,16,-2,34,-24,8,2,-3,-0.8
O=C(Nc1ccccc1)N1CCCN(Cc2c(F)cccc2Cl)CC1,3,-7,-2,5,16,-4,5,-0.4
COc1ccc(-c2ccnc(-c3ccncc3)n2)cc1,3,-8,-38,-16,9,0,-3,-1.0
CCOC(=O)c1csc(-c2ccc(C3SCCS3)cc2)n1,-8,-1,6,-49,2,-1,-11,-0.1
FC(F)(F)c1ccc2[nH]c(=S)[nH]c2c1,7,-5,-4,-25,8,2,3,0.7
Cc1ccc(S(=O)(=O)c2c(C)cc(C)cc2C)cc1,x,-7,9,-84,20,5,4,-1.0
Cc1ccc(S(=O)(=O)NC(=O)NCCSCc2ccco2)cc1,7,-3,-7,-12,4,-2,5,-0.4
COC(=O)c1cc(/C=C(\C#N)S(=O)(=O)c2ccccc2)cn1C,7,-6,-16,-4,-2,5,-3,-0.9
Cc1nn(C)c(Cl)c1S(=O)(=O)Nc1ccc(Oc2ccc(F)cc2)cc1,-1,-2,24,24,-25,-8,9,-1.3
CCC(=O)N1c2ccccc2N=C(c2ccccc2)CC1c1ccccc1 (stereo unspecified),2,-4,-34,-37,7,2,-1,-0.5
CCOC(=O)C1=C(N)n2c(s/c(=C/c3ccccc3)c2=O)=C(C(=O)OCC)C1c1ccccc1 (stereo unspecified),-11,-2,-7,-30,-5,2,0,0.7
COc1cccc(C=NC2CCN(Cc3ccccc3)CC2)c1OC,12,1,-5,20,23,-3,0,-0.1
COc1cccc(/C=C(\C#N)c2ccc([N+](=O)[O-])cc2)c1OC,-3,-11,-2,-5,69*,2,-2,0.6
COC(=O)C/C(=N\NC(=O)c1ccccc1N)C(=O)OC,0,-7,-7,-5,11,6,1,0.2
N#C/C(=C\O)c1nc2ccccc2s1,-4,-4,27,-36,8,4,-3,-0.2
O=[N+]([O-])c1cccnc1Sc1cc(Cl)ccc1Cl,-5,-5,19,-43,-4,3,2,-0.1
O=C(NCc1csc(-c2cccs2)n1)c1cc(F)cc2c1OCOC2,-4,-1,-7,-43,6,4,-2,-0.7
Cc1c2c(n3c(nc4ccccc43)c1C#N)SCC2,-6,6,-26,16,4,-4,6,0.0
O=C(O)C1Cc2cc(O)ccc2CN1 (stereo unspecified),-14,-4,1,19,7,8,9,0.1
CSc1nc(-c2ccccc2)nc(SC)c1C#N,13,-6,-7,-2,-7,-2,-4,0.0
Oc1ccc(C2CC(c3ccccc3O)=Nc3ccccc3S2)cc1 (stereo unspecified),-15,-7,2,56,22,-15,1,-0.6
CC(C)=NOC(=O)c1csc(Cc2c(Cl)cccc2Cl)n1,-3,-6,0,2,-15,-4,6,-0.2
COC(=O)c1scc(NS(=O)(=O)c2ccccc2)c1C(=O)OC,1,-8,2,2,3,-2,1,0.7
Cc1nn(-c2ccccc2)c(C)c1C(=O)O/N=C(\N)c1ccccc1,6,-8,17,-43,16,2,-2,-0.5
O=C(NC(=S)Nc1nc(-c2ccc(Cl)cc2)cs1)C1CC1,11,-2,-11,-57,-6,0,-14,-0.1
